Screening results: PubChem BioAssay, National Center for Advancing Translational Sciences (NCATS)
HEK293 viab: reduces viability of HEK-293 SNCA reporter cells | HEK-293-SNCA-luc viability, GF-AFC fluorescence, 24 h | 150,000 tested, 0.12% active | Potency, µM (series often up to 57.1 µM), for the others: at the top dose activity change, negative = cytotoxicity, actives largely listed as cytotoxic;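 also: potency is read from the fitted curve at half-maximal effect; 0% = DMSO-treated cells and -100% = medium-only wells without cells; nearly all actives have a fitted effect of over 30% in size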
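HEK-293-SNCA-luc cells (1500/well) plated 24 h, then exposed 24 h to a dilution series; GF-AFC added 30 min at 37C, fluorescence 405/540 nm; normalised to medium-only and DMSO wells, Hill fit.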
Luciferase inh: blocks purified firefly luciferase enzyme activity; purified P. pyralis luciferase, luminescence, biochemical; Potency, µM (doses to about 115 µM), for the others: at the highest dose activity change, negative = inhibition, hits mostly inhibitors; 76,000 tested, 2.5% active; also: potency is read from the fitted curve at half-maximal effect; nearly all actives have a fitted effect of over 65% in size
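Luminescence read by CCD imager after adding enzyme (10nM final) to wells holding compound, titrated in qHTS. Substrates 10uM each D-luciferin and ATP; buffer 50mM Tris acetate pH 7.5, 10mM Mg acetate, Tween-20, BSA.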
NIH3T3 tox: kills NIH 3T3 cells | NIH 3T3 viability, CellTiter-Glo ATP luminescence, 48-72 h | 94,000 tested, 4.3% active | Potency, µM (titrated, usually from 96.7 µM), for the others: at the top dose activity change, negative = cytotoxicity, hits mostly inhibitors | AID 1345082; also: potency is read from the fitted curve at half-maximal effect; nearly all actives have a fitted effect of over 55% in size
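Cytotoxicity is measured as loss of cellular ATP: NIH 3T3 cells (400/well) are exposed to compound for 48 or 72 hr at 37 °C, then CellTiter-Glo luminescence is imaged after 10 min at room temperature.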
GPT2 inhibitor: inhibitors of human GPT2 alanine aminotransferase | Q8TD30 | Recombinant GPT2, coupled pyruvate oxidase/HRP Amplex Red fluorescence | Potency, µM (titrated, usually from 57.7 µM), without a hit: at the top dose activity change, negative = inhibition, actives largely listed as inhibitors | 100,000 tested, 0.25% active | AID 1671188; also: potency is read from the fitted curve at half-maximal effect; nearly all actives have a fitted effect of over 60% in size; many of its hits are not listed in these tables
Target sequence (Q8TD30 whole entry, looked up): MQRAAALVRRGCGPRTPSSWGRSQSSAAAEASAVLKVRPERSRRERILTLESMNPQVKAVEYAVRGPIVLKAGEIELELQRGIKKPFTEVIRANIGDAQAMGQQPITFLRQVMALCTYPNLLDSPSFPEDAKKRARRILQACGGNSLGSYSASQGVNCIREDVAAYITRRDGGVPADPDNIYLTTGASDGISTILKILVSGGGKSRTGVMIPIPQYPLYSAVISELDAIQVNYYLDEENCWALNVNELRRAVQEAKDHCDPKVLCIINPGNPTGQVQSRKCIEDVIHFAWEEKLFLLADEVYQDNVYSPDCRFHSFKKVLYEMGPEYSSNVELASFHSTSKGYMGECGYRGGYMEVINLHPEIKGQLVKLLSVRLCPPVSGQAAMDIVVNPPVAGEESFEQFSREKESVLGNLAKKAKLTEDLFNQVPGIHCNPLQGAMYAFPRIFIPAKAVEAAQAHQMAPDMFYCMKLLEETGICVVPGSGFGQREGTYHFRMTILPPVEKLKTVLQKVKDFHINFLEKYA
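Recombinant GPT2 (10ng/uL) with 250uM a-KG and 2mM L-alanine, 30 min at room temperature, in HEPES pH 7.5 buffer. Pyruvate detected by pyruvate oxidase/HRP/Amplex Red fluorescence after 30 min in the dark; AOA (50uM) as positive control.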
HEK cytotox: kills HEK 293 cells. HEK 293 viability, ATP luminescence (CellTiter-Glo), 48-72 h. Potency, µM (doses to about 115 µM), for inactives: at the highest dose activity change, negative = cytotoxicity, actives largely listed as inhibitors. 94,000 tested, 6.6% active; also: potency is read from the fitted curve at half-maximal effect; nearly all actives have a fitted effect of over 60% in size
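Viability of HEK 293 cells, plated at 250 cells/well, was judged by cellular ATP after compound treatment for 48 or 72 hr. Luminescence was imaged 10 min after CellTiter-Glo addition at room temperature.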
IP6K1 inhibitor: inhibitors of human IP6K1; activity change, % (series mostly up to about 58 µM); AID 1645851; IP6K1 kinase, ADP-Glo luminescence, 2 h; stronger effect = lower value; 140,000 tested, 0.81% active; in the data active = activity change below about -25%
Target sequence (Q92551 whole entry, looked up): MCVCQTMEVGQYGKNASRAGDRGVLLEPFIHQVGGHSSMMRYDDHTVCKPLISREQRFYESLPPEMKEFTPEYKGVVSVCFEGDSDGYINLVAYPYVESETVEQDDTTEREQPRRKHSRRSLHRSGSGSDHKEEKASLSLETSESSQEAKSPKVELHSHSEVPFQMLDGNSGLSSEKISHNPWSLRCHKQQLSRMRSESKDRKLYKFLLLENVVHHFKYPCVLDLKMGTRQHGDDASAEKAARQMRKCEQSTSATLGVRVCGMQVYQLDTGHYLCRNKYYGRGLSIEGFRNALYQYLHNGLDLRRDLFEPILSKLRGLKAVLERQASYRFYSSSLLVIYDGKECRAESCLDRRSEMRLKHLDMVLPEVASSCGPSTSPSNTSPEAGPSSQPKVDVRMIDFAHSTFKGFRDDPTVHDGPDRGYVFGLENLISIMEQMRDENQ
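ADP-Glo luminescence measures ADP made by human IP6K1 during a 2 h RT reaction with ATP/IP6 (mix at 1.3 mM/130 uM); top library doses 57.5 and 19.1 uM final.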
SNCA expr inh: inhibitors of alpha-synuclein (SNCA) gene expression. HEK-293 SNCA-luciferase knock-in, luminescence, 24 h. Potency, µM (top dose mostly 57.2 µM), without a hit: at the highest dose activity change, negative = inhibition, usual class: inhibitors. 140,000 tested, 0.17% active. AID 1671194;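 also: potency is read from the fitted curve at half-maximal effect; plate controls were DMSO cells for no effect and cell-free wells for full effect; nearly all actives have a fitted effect of over 45% in size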
Active calls of the source: *; i = inactive; u = inconclusive; x = no result given; [ ] = another dose, or the depositor's remark. Unless noted, calls follow the shape of the dose curve; as a rule, active = well fitted curve in the direction sought with a large enough effect; inconclusive = small, poorly fitted or top-dose-only effect, or another doubt; inactive = no such curve, though single readings can be large; an effect the other way counts as inactive or inconclusive. Unless noted, % is scaled to controls: 0 for no effect and ±100 for the full control effect.

SMILES	HEK293 viab	Luciferase inh	NIH3T3 tox	GPT2 inhibitor	HEK cytotox	IP6K1 inhibitor	SNCA expr inh
CCNC(=O)N[C@H]1[C@H](O)[C@H](O)C[C@@H]1c1ccncc1	5%[87.6 µM]	-2%[230 µM]	-20%[230 µM]	-39%[88.5 µM]	-10%[230 µM]	8	-2%[87.6 µM]
C[C@]1(O)CCN(C(=O)CCc2c[nH]c3ccccc23)C[C@@H]1O	2%	8%	-5%	i	-7%	1	-22%
COC1CN(C2CCN(C(=O)c3cccnc3C)CC2)C12CCOCC2 (stereo not given)	5%	2%	-16%	4%	4%	6	-6%
O=C(Nc1ccccc1C(F)(F)F)C1(S(=O)(=O)c2ccc(Cl)cc2)CC1	-15%	x	x	x	x	-14	8%
Cc1cc(C)c(NC(=O)COc2ccc3c(C)cc(=O)oc3c2)c(C)c1	9%	x	x	x	x	-11	4%
O=C(Nc1ccccc1)N1CCCN(c2nc3ncccc3o2)CC1	-1%[87.6 µM]	-8%[172 µM]	-19%[138 µM]	i	-3%[172 µM]	-6	-18%[87.6 µM]
C=CCOC(=O)C1=C(C)N=C2SC=C(CC(=O)N3CCCC3)N2C1c1cccc(OC)c1OC (stereo not given)	-12%	-1%	-2%	1%	-9%	14	-14%
CCNC(=O)N[C@H]1[C@H](O)[C@@H](N2CCOCC2)[C@@H]2OC[C@H]1O2	4%[87.6 µM]	-13%[172 µM]	-18%[174 µM]	i	-23%[172 µM]	12	31%[87.6 µM]
Cc1noc([C@@H]2CN(C3CCCC3)C[C@H]2CO)n1	6%	-5%	3%	4%	i	-1	-9%
CCN1c2cc(C(=O)Nc3cccc(OC(F)(F)F)c3)ccc2C(=O)N2CCCCC21 (stereo not given)	18%[12.5 µM]	-11%	u	i	25µM*	-17	u

Three entries from above, ordered by number of heavy atoms, descending.
SMILES	HEK293 viab	Luciferase inh	NIH3T3 tox	GPT2 inhibitor	HEK cytotox	IP6K1 inhibitor	SNCA expr inh
C=CCOC(=O)C1=C(C)N=C2SC=C(CC(=O)N3CCCC3)N2C1c1cccc(OC)c1OC (stereo not given)	-12%	-1%	-2%	1%	-9%	14	-14%
COC1CN(C2CCN(C(=O)c3cccnc3C)CC2)C12CCOCC2 (stereo not given)	5%	2%	-16%	4%	4%	6	-6%
O=C(Nc1ccccc1)N1CCCN(c2nc3ncccc3o2)CC1	-1%[87.6 µM]	-8%[172 µM]	-19%[138 µM]	i	-3%[172 µM]	-6	-18%[87.6 µM]

New compounds follow
SMILES	HEK293 viab	Luciferase inh	NIH3T3 tox	GPT2 inhibitor	HEK cytotox	IP6K1 inhibitor	SNCA expr inh
CCNC(=O)c1sc2ncnc(NC[C@H]3C[C@@H]4C=C[C@H]3C4)c2c1C	0%	13%	i	i	-5%	15	-19%
CCC(C)NC(=O)C1COC2(CCC(C)CC2)N1C(=O)c1cccc(F)c1 (stereo not given)	-3%	-7%	-15%	-8%	u	14	26%
O=C(Cc1c(F)cccc1Cl)N1CCCN(c2cc(-c3ccccc3)[nH]n2)CC1	-9%	-3%	u	u	u	-5	u
O=C(CCC1CCN(C(=O)c2ccccc2Cl)CC1)NC1CC1	2%	7%	-4%	2%	-6%	3	-20%
O=C(Nc1cc(-c2nc3ccccc3o2)ccc1Cl)c1cc([N+](=O)[O-])ccc1N1CCOCC1	-3%	x	x	x	x	3	54%[activator]
CC(=O)NC1(C)CCN(Cc2cccc(Oc3ccccc3)c2)CC1	10%[87.6 µM]	-3%[172 µM]	-19%[138 µM]	-16%[88.5 µM]	u	11	11%[87.6 µM]
CNC(=O)c1cc(C2CC2)nc2c1c(C1CCCN(C(=O)c3ccc(OC)cc3)C1)nn2C (stereo not given)	x	x	u	x	u	-14	x
O=C(c1ccccn1)N1CCN(c2ccc3nnc(C4CC4)n3n2)CC1	x	x	-33%[138 µM]	x	-15%[172 µM]	14	x
CNC(=O)[C@@H]1CN(S(=O)(=O)Cc2ccccc2)C[C@H]1COC	-12%	1%	i	i	-6%	2	-15%
C=CCN1CCN(C(=O)CCC[C@H]2NC[C@@H]3C[C@H]2CN(Cc2ccccc2)C3)CC1	7%	-6%	i	3%	-8%	-6	-12%
CCc1ccc(NC(=O)c2cc3c(COC(C)=O)cnc(C)c3oc2=O)cc1	1%	x	x	x	x	-3	0%
O=C(NC1C[C@H]2CC[C@@H](C1)N2C(=O)CC1CCCCC1)c1ccc(F)cc1 (stereo not given in full)	-24%	-3%	-27%	-16%	u	-5	-12%
Cc1cccc(NC(=O)N2CCC(N3CC4CC(C3)[C@H]3CCCC(=O)N3C4)CC2)c1 (stereo not given in full)	-7%	-4%	i	i	i	0	8%
O=C(Nc1cc(-c2cccnc2)nn1-c1ccccc1)c1cccc(Br)c1	-28%	x	u	i	50µM*	-2	-30%
Cc1cccc(N2Cc3c(NCCCO)ncnc3N(C)CC2=O)c1	5%	x	-27%	i	-2%	3	14%
CC(C)N1CCc2c(sc(NC(=O)c3ccc(S(=O)(=O)N(C)C4CCCCC4)cc3)c2C(N)=O)C1	9%	x	x	x	x	-3	9%
O=C(NC1CCN(c2ccc3nnc(C4CC4)n3n2)C1)c1cccc(Cl)c1 (stereo not given)	x	x	-13%	x	2%	19	x
CC(C)C[C@@H]1N[C@H](C(=O)NCc2ccc(F)cc2)Cc2cn(C)c3cccc1c23	-17%[87.6 µM]	-9%[172 µM]	u	-24%[88.5 µM]	71µM*	13	u
COc1cc(NC(=O)c2nn(C)c3c2CS(=O)(=O)c2ccccc2-3)cc(OC)c1	2%	x	x	x	x	-1	1%
Cc1ccc2scc(N3CCN(c4ccc(F)cc4)CC3)c(=O)c2c1	-16%	x	x	x	x	-5	13%

Brought forward from above: 4 entries, followed by the next part.
SMILES	HEK293 viab	Luciferase inh	NIH3T3 tox	GPT2 inhibitor	HEK cytotox	IP6K1 inhibitor	SNCA expr inh
O=C(NC1CCN(c2ccc3nnc(C4CC4)n3n2)C1)c1cccc(Cl)c1 (stereo not given)	x	x	-13%	x	2%	19	x
CC(C)C[C@@H]1N[C@H](C(=O)NCc2ccc(F)cc2)Cc2cn(C)c3cccc1c23	-17%[87.6 µM]	-9%[172 µM]	u	-24%[88.5 µM]	71µM*	13	u
COc1cc(NC(=O)c2nn(C)c3c2CS(=O)(=O)c2ccccc2-3)cc(OC)c1	2%	x	x	x	x	-1	1%
Cc1ccc2scc(N3CCN(c4ccc(F)cc4)CC3)c(=O)c2c1	-16%	x	x	x	x	-5	13%
COc1ccc(C(=O)N2CCCC(c3noc(COc4ccccc4)n3)C2)cn1 (stereo not given)	-2%[12.5 µM]	-8%	-6%	i	-11%	18	25%
CC1(C)C(=O)N(CC2CCOCC2)[C@H]2CN(Cc3cccnc3N)C[C@H]2[S+]1(=O)[O-]	1%[87.6 µM]	-7%[172 µM]	u	-12%[88.5 µM]	i	2	9%[87.6 µM]
O=C(c1ccc(Cl)nc1)N1CCCC(C(=O)N2CCC(c3nc4ccncc4[nH]3)CC2)C1 (stereo not given)	2%	x	-8%	-1%	0%	-3	0%
Cc1ccc(C)c(CN2C(=O)c3ccccc3Sc3ccc(C(=O)NCc4ccc5c(c4)OCO5)cc32)c1	8%	x	x	x	x	2	-18%
COc1ccccc1/C=C/c1nc(C#N)c(N2CCCCC2)o1	u	x	x	x	x	12	13%
CCCCCC(=O)N1CCC(=O)N(CCOC)C[C@H]2COc3ccc(C)cc3[C@H]21	x	x	u	x	-18%	1	x
CC1CCC(NC(=O)c2ccc3c(c2)N(Cc2ccccc2F)C(=O)c2ccccc2S3)CC1 (stereo not given)	-4%	x	x	x	x	7	94%[activator]
Cc1cccc(-c2cccc(CN3CCC(NC(=O)C(C)(C)C)CC3)c2)c1	0%	x	u	-3%	45µM*	2	-3%
COc1ccc(OC)c(S(=O)(=O)N2CCC(Cc3ncc(C)n3C3CC3)C2)c1 (stereo not given)	-11%	5%	-4%	-7%	-5%	-18	-11%
Cc1nc2ccc(S(=O)(=O)NCC(=O)Nc3ccc(F)cc3F)cc2s1	10%	x	x	x	x	30	-4%
O=C(CNC(=O)c1cccc(-c2ccc(C(F)(F)F)cc2)c1)NCCc1ccccc1	5%[12.5 µM]	x	-14%	-5%	u	3	u
CC(=O)c1c(C)nn(CCC(=O)N[C@@H]2CCOC[C@H]2OCCO)c1C	3%	4%	i	4%	-1%	-2	12%
COC(=O)c1sc2ccccc2c1S(=O)(=O)N1CCN(c2ccc(C(C)=O)cc2)CC1	1%	x	x	x	x	-17	6%
Cc1ccc(OC(=O)CSc2nnc(-c3cccs3)o2)c(C)c1	-10%	x	x	x	x	-7	-5%
CN1CCN(Cc2ccccc2Oc2ccc(C(F)(F)F)cn2)CC1	4%	-1%	-18%	-2%	-15%	6	8%
Cc1ccc2nc(/C(C#N)=C/c3ccccc3F)[nH]c2c1	21%	x	x	x	x	-1	109%[activator]
COc1ccc2[nH]cc(S(=O)(=O)c3ccc(C)c(C)c3)c(=O)c2c1	1%	x	x	x	x	-12	12%
O=C(NCc1ccccc1)c1nc2c(o1)CCN(Cc1c(F)cccc1F)CC2	6%[87.6 µM]	-3%[172 µM]	u	-14%[88.5 µM]	-28%[172 µM]	-8	1%[87.6 µM]
O=C1Nc2ccccc2OCC12CCN([S+](=O)([O-])c1ccccc1)CC2	-24%	-8%	-28%	i	u	14	3%
CCOC(=O)N1CCc2c(sc(NCc3cccs3)c2C(=O)Nc2cc(Cl)ccc2OC)C1	-14%	x	x	x	x	2	u
CC(C)OC(=O)c1cccc(NC(=O)Cn2nnc3sc4c(c3c2=O)CCCC4)c1	-13%	x	x	x	x	15	31%[activator]
COc1ccc(C(=O)Nc2ccc3nc(SCC(=O)N4CCc5ccccc54)sc3c2)cc1	2%	x	x	x	x	-6	26%
CCC(=O)NCCn1c(C)nc2cc(S(=O)(=O)N3CCOCC3)ccc21	3%	0%	-16%	-7%	-19%	16	9%
COc1cccc(CCN2CC[C@H]3CN(C(=O)c4ccccc4)CC[C@H]3CC2=O)c1OC	5%	1%	u	-3%	-3%	5	-14%
Cc1cc(C)cc(OCC(=O)Nc2ccc(-c3nc4ncccc4o3)cc2C)c1	8%	x	x	x	x	-6	-1%
COc1ccc(CN2C(=O)O[C@@H]3CN(Cc4nc[nH]c4C)C[C@@H]32)cc1OC	-1%	8%	2%	i	0%	10	-11%
COc1ccccc1OCCNC(=O)C1CCCCC(=O)N1 (stereo not given)	11%	4%	3%	i	7%	19	45%[activator]
O=C(NCc1ccccn1)c1nc2sccn2c1-c1ccc(C(F)(F)F)cc1	-16%	x	-98%	i	u	37	u
Cc1cccc2c1O[C@H]1[C@H](CO)CN(C(=O)CC(C)C)[C@@H]21	x	x	u	x	u	10	x

Some of the compounds tested; the hit share may differ from the screen's.
